HEK293 tox: Cytotoxic Profiling in HEK 293 Cell Line of Diverse Libraries Using Quantitative High-Throughput Screening; HEK 293 viability, ATP luminescence (CellTiter-Glo), 48-72 h; Potency, µM (titrated, usually from 115 µM), for the others: at the highest dose activity change, negative = cytotoxicity, usual class: inhibitors; actives 6.6% (n = 94,000); AID 1345083, 2018; further: potency means the concentration at half of the fitted maximal effect; nearly all actives have a fitted effect of over 60% in size
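Pintool-delivered compounds were incubated with HEK 293 cells (250 cells/well) at 37 degree Celsius for 48 or 72 hr. ATP-dependent luminescence (CellTiter-Glo) then reported remaining viable cells.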
Luciferase inh: Firefly luciferase inhibition profiling of diverse chemical library using quantitative high-throughput screening | Potency, µM (titrated, usually from 115 µM), without a hit: top-dose activity change, negative = inhibition, usual class: inhibitors | actives 2.5% (n = 76,000) | purified P. pyralis luciferase, luminescence, biochemical | AID 1347043, 2019; further: potency means the concentration at half of the fitted maximal effect; nearly all actives have a fitted effect of over 65% in size
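Purified 10nM P. pyralis luciferase with 10uM D-luciferin and 10uM ATP in 50mM Tris acetate pH 7.5, 10mM Mg acetate, 0.01% Tween-20, 0.05% BSA. qHTS titration; luminescence read by CCD imager.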
GPT2 inhibitor: Primary qHTS assay for inhibitors of Glutamate pyruvate transaminase 2 (GPT2). Alanine aminotransferase 2 (Homo sapiens), Q8TD30. Recombinant GPT2, coupled pyruvate oxidase/HRP Amplex Red fluorescence. Potency, µM (titrated, usually from 57.7 µM), inactives show at the top dose activity change, negative = inhibition, actives largely listed as inhibitors. actives 0.25% (n = 100,000). AID 1671188, 2021; further: potency means the concentration at half of the fitted maximal effect; nearly all actives have a fitted effect of over 60% in size; many of its hits are not listed in these tables
Target sequence (Q8TD30 whole entry, looked up): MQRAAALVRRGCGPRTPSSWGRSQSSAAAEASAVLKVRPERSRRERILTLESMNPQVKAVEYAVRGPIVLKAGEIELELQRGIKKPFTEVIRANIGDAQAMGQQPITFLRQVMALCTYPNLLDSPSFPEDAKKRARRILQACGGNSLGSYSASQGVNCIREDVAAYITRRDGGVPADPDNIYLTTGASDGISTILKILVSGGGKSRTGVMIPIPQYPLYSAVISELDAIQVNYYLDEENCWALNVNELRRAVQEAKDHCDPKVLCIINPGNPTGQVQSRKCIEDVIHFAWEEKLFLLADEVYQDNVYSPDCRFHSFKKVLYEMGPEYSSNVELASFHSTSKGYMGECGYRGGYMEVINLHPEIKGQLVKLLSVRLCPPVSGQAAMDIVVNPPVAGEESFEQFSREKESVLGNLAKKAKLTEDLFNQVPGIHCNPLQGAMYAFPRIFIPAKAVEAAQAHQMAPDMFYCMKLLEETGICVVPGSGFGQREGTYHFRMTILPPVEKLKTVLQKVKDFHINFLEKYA
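Fluorescence of coupled pyruvate oxidase/HRP/Amplex Red system (50uM Amplex, 30 min, dark) reports pyruvate formed by GPT2. Enzyme reaction: 10ng/uL GPT2, 2mM L-alanine, 250uM a-KG, 30 min room temperature, pH 7.5; 50uM AOA control.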
SNCA expr inhib: Primary qHTS assay for inhibitors of alpha-synuclein gene (SNCA) expression; HEK-293 SNCA-luciferase knock-in, luminescence, 24 h; Potency, µM (highest dose often 57.2 µM), for inactives: at the highest dose activity change, negative = inhibition, most hits filed as inhibitors; actives 0.17% (n = 140,000); AID 1671194, 2021;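 further: potency means the concentration at half of the fitted maximal effect; plate controls were DMSO cells for no effect and cell-free wells for full effect; nearly all actives have a fitted effect of over 45% in size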
NIH3T3 tox: Cytotoxic Profiling in NIH 3T3 Cell Line of Diverse Libraries Using Quantitative High-Throughput Screening; NIH 3T3 viability, CellTiter-Glo ATP luminescence, 48-72 h; Potency, µM (top dose mostly 96.7 µM), for inactives: top-dose activity change, negative = cytotoxicity, actives largely listed as inhibitors; actives 4.3% (n = 94,000); AID 1345082, 2018; further: potency means the concentration at half of the fitted maximal effect; nearly all actives have a fitted effect of over 55% in size
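Cytotoxicity is measured as loss of cellular ATP: NIH 3T3 cells (400/well) are exposed to compound for 48 or 72 hr at 37 °C, then CellTiter-Glo luminescence is imaged after 10 min at room temperature.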
IP6K1 inh: Primary qHTS assay for small molecule inhibitors of Inositol hexaphosphate kinase 1 (IP6K1) | Inositol hexakisphosphate kinase 1 (Homo sapiens), Q92551 | IP6K1 kinase, ADP-Glo luminescence, 2 h; stronger effect = lower value | activity change, % (series mostly up to about 58 µM) | actives 0.81% (n = 140,000) | AID 1645851, 2021; in the data active means activity change below about -25%
Target sequence (Q92551 whole entry, looked up): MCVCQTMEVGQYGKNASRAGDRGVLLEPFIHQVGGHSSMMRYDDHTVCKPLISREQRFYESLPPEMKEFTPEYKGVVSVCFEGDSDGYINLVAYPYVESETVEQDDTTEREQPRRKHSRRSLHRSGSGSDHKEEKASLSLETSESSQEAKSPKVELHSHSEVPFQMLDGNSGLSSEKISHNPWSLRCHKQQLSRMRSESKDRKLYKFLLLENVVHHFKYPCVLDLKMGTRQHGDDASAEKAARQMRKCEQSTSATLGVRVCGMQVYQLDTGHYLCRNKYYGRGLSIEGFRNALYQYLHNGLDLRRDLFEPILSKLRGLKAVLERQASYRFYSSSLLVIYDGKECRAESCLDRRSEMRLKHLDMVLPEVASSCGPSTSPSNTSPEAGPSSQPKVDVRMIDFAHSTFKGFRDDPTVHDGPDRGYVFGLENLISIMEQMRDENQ
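ADP-Glo luminescence measures ADP made by human IP6K1 during a 2 h RT reaction with ATP/IP6 (mix at 1.3 mM/130 uM); top library doses 57.5 and 19.1 uM final.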
HEK293 viab: GF-AFC viability counterscreen for inhibitors of alpha-synuclein gene (SNCA) expression | HEK-293-SNCA-luc viability, GF-AFC fluorescence, 24 h | Potency, µM (doses to about 57.1 µM), inactives show top-dose activity change, negative = cytotoxicity, actives largely listed as cytotoxic | actives 0.12% (n = 150,000) | AID 1671193, 2021;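 further: potency means the concentration at half of the fitted maximal effect; 0% = DMSO-treated cells and -100% = medium-only wells without cells; nearly all actives have a fitted effect of over 30% in size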
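HEK-293-SNCA-luc cells (1500/well) plated 24 h, then exposed 24 h to a dilution series; GF-AFC added 30 min at 37C, fluorescence 405/540 nm; normalised to medium-only and DMSO wells, Hill fit.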
An asterisk follows results filed as active; & = joins results of further samples; ! = repeats disagree; [ ] = remark or other dose. Unless noted, the call rests on the fitted dose curve; in most records, active means well fitted curve in the direction sought with a large enough effect; inconclusive means small, poorly fitted or top-dose-only effect, or another doubt; inactive means no such curve, though single readings can be large; an effect the other way counts as inactive or inconclusive. Unless noted, on the % scale 0 is the no-effect control and ±100 the full control effect.

Results for CCc1ccccc1NC(c1nnc(-c2cccc(F)c2)o1)c1ccc(F)cc1Cl (stereo not given) ?
SNCA expr inhib: -11%; IP6K1 inh: -1; HEK293 viab: 9%

How did O=c1c2nc(-c3ccc4c(c3)OCO4)ccc2ncn1-c1ccc(F)cc1F do in these assays?
HEK293 tox: -31%[172 µM]; Luciferase inh: -27%[172 µM]; GPT2 inhibitor: inconclusive; SNCA expr inhib: 13%[87.6 µM]; NIH3T3 tox: inconclusive; IP6K1 inh: 8; HEK293 viab: -17%[87.6 µM]

What do the screens show for `COc1cccc(-c2ccc(CN3CCCC(c4nc5ccc(C)cc5c(=O)[nH]4)C3)cc2)c1` (stereo not given)?
HEK293 tox: 25µM*; Luciferase inh: -9%; GPT2 inhibitor: inactive; SNCA expr inhib: inconclusive; NIH3T3 tox: 28µM*!; IP6K1 inh: -1&-14; HEK293 viab: -21%&-23%

Results for CCc1ccccc1NC(=O)Cn1c(=O)n(Cc2ccc(OC)cc2)c(=O)c2oc3ccccc3c21 ?
SNCA expr inhib: -1%; IP6K1 inh: -4; HEK293 viab: 1%

What do the screens show for `C=C(C(=O)OC)C1CCC2(C)C(O[C@@H]3O[C@H](CO)[C@@H](O)[C@H](O)[C@H]3O)CC(=O)C(C)C2C1O` (stereo not given in full)?
GPT2 inhibitor: -4%[27.3 µM]; IP6K1 inh: -1; HEK293 viab: 3%[23.9 µM]

Results for COc1ccccc1N1CCN(S(=O)(=O)CCNC(=O)C2CC(=O)N(c3ccccc3)C2)CC1 (stereo not given) ?
SNCA expr inhib: -17%; IP6K1 inh: 25; HEK293 viab: 5%

How did CCn1nccc1C(=O)N1CCC2(CC1)C(OC)CN2c1cccc(F)c1 (stereo not given) do in these assays?
HEK293 tox: inconclusive; Luciferase inh: -5%; GPT2 inhibitor: -17%; SNCA expr inhib: 17%; NIH3T3 tox: -10%; IP6K1 inh: 6; HEK293 viab: 5%

What do the screens show for `Cc1c(CC(=O)NC(C)C)c2c(n1Cc1ccccc1F)CCCC2=O`?
HEK293 tox: inconclusive; Luciferase inh: 45µM*; GPT2 inhibitor: inactive; SNCA expr inhib: 92%[activator]; NIH3T3 tox: -4%; IP6K1 inh: 5; HEK293 viab: 0%

What do the screens show for `COc1cncc(Nc2ncc(-c3cccc(F)c3)c3c2OCC3)c1`?
HEK293 tox: inconclusive; Luciferase inh: -2%[172 µM]; GPT2 inhibitor: inactive; SNCA expr inhib: -5%[87.6 µM]; NIH3T3 tox: -21%[138 µM]; IP6K1 inh: -14; HEK293 viab: -11%[87.6 µM]

How did Cc1ccccc1CSc1nc2c([nH]c3ccccc32)c(=O)n1-c1ccccc1 do in these assays?
SNCA expr inhib: 3%; IP6K1 inh: 7; HEK293 viab: 13%

How did Cc1cnc(C(=O)NC2C[C@H]3CC[C@@H](C2)N3C(=O)c2ccccc2)cn1 (stereo not given in full) do in these assays?
HEK293 tox: inactive; Luciferase inh: -2%; GPT2 inhibitor: 0%; SNCA expr inhib: 4%; NIH3T3 tox: -7%; IP6K1 inh: 20; HEK293 viab: 2%

What do the screens show for `COc1ccc(-c2nc3c(c(SCC(=O)N(C)c4ccccc4)n2)Cc2cc(C)ccc2O3)cc1`?
SNCA expr inhib: 12%; IP6K1 inh: 13; HEK293 viab: 5%

What do the screens show for `CNC(=O)[C@H]1C[C@H](Oc2ccccc2)CN1S(=O)(=O)c1ccc(F)cc1`?
HEK293 tox: 2%; Luciferase inh: 0%; GPT2 inhibitor: inactive; SNCA expr inhib: -7%; NIH3T3 tox: inactive; IP6K1 inh: -3; HEK293 viab: 6%

What do the screens show for `Nc1c(-c2nc(-c3ccccc3)no2)nnn1CC(=O)Nc1cccc(F)c1`?
SNCA expr inhib: 8%; IP6K1 inh: 26; HEK293 viab: 7%

How did Cc1cccc(OCC2CCCN(C(=O)c3ccc4nc(C)cn4c3)C2)c1 (stereo not given) do in these assays?
HEK293 tox: inconclusive; Luciferase inh: 4%; GPT2 inhibitor: -2%; SNCA expr inhib: -17%; NIH3T3 tox: inconclusive; IP6K1 inh: 6; HEK293 viab: -1%

What do the screens show for `COc1ccc(N2CCN(C(=O)C(CC(C)C)NS(=O)(=O)c3ccc4nc(C)sc4c3)CC2)cc1` (stereo not given)?
SNCA expr inhib: 6%; IP6K1 inh: -1; HEK293 viab: -2%

Results for Cc1nc(CCNc2nccc(-c3cccnc3)n2)nc2c1CCCC2 ?
HEK293 tox: -3%; Luciferase inh: -14%; GPT2 inhibitor: -15%; SNCA expr inhib: -21%; NIH3T3 tox: 3%; IP6K1 inh: 20; HEK293 viab: 3%

Results for Cc1cn2nc(C(=O)NCc3ccc(Cl)cc3)cc2c(N(C)Cc2ccccc2)n1 ?
HEK293 tox: inconclusive; Luciferase inh: -8%; GPT2 inhibitor: inactive; SNCA expr inhib: 1%; NIH3T3 tox: inconclusive; IP6K1 inh: 5; HEK293 viab: 8%

Results for COc1ccc2c(c1)CN(Cc1ccccc1)C(=O)CCN2C(C)=O ?
HEK293 tox: -20%; NIH3T3 tox: inconclusive; IP6K1 inh: 26

How did Cc1ccc(C2Cn3nnc(C(=O)N4CCC(C(=O)NC5CCC(C)CC5)CC4)c3CO2)cc1 (stereo not given) do in these assays?
HEK293 tox: -15%; Luciferase inh: 28µM*; GPT2 inhibitor: inactive; SNCA expr inhib: 5%; NIH3T3 tox: -22%; IP6K1 inh: -30*; HEK293 viab: 0%

The final 3 entries of the section above open the next one:
Results for Cc1cn2nc(C(=O)NCc3ccc(Cl)cc3)cc2c(N(C)Cc2ccccc2)n1 ?
HEK293 tox: inconclusive; Luciferase inh: -8%; GPT2 inhibitor: inactive; SNCA expr inhib: 1%; NIH3T3 tox: inconclusive; IP6K1 inh: 5; HEK293 viab: 8%

Results for COc1ccc2c(c1)CN(Cc1ccccc1)C(=O)CCN2C(C)=O ?
HEK293 tox: -20%; NIH3T3 tox: inconclusive; IP6K1 inh: 26

How did Cc1ccc(C2Cn3nnc(C(=O)N4CCC(C(=O)NC5CCC(C)CC5)CC4)c3CO2)cc1 (stereo not given) do in these assays?
HEK293 tox: -15%; Luciferase inh: 28µM*; GPT2 inhibitor: inactive; SNCA expr inhib: 5%; NIH3T3 tox: -22%; IP6K1 inh: -30*; HEK293 viab: 0%

How did Cc1ccc(C)c(S(=O)(=O)N2CCN(C3CCN(Cc4cccnc4)C3=O)CC2)c1 (stereo not given) do in these assays?
HEK293 tox: inconclusive; Luciferase inh: -4%; GPT2 inhibitor: 3%; SNCA expr inhib: 4%; NIH3T3 tox: -19%; IP6K1 inh: 2; HEK293 viab: 9%

Results for CNC(=O)c1ccc2c(c1)N(Cc1cc(C)ccc1C)C(=O)c1ccccc1S2 ?
SNCA expr inhib: -10%; IP6K1 inh: 2; HEK293 viab: -10%

How did Cc1ccc(CS(=O)(=O)c2cn(CC(=O)N(C)c3ccccc3)c3ccccc23)cc1 do in these assays?
SNCA expr inhib: -8%; IP6K1 inh: -7; HEK293 viab: inconclusive

Results for Cc1noc(C)c1-c1cc2c(cc(C)n2CCN(C)C)c(-c2ccc(CO)cc2)n1 ?
HEK293 tox: 79µM*; Luciferase inh: 20%[172 µM]; GPT2 inhibitor: inconclusive; SNCA expr inhib: 10%[87.6 µM]; NIH3T3 tox: inconclusive; IP6K1 inh: 21; HEK293 viab: -11%[87.6 µM]

How did OC(c1ccc2c(c1)CCO2)c1nc(Nc2cccc(C(F)(F)F)c2)n[nH]1 (stereo not given) do in these assays?
HEK293 tox: 71µM*; Luciferase inh: -19%[172 µM]; GPT2 inhibitor: inconclusive; SNCA expr inhib: inconclusive; NIH3T3 tox: inconclusive; IP6K1 inh: -5; HEK293 viab: 2%[87.6 µM]

What do the screens show for `COC(=O)c1ccc2c(=O)n3nc(Nc4cc(OC)ccc4OC)sc3nc2c1`?
SNCA expr inhib: 50%[activator]; IP6K1 inh: 47; HEK293 viab: 8%

What do the screens show for `COc1cccc(CCC(=O)N2CCC(c3n[nH]c(=O)n3-c3ccc(C)cc3)CC2)c1`?
HEK293 tox: 4%; Luciferase inh: 5%; GPT2 inhibitor: inactive; SNCA expr inhib: -9%; NIH3T3 tox: inconclusive; IP6K1 inh: -3; HEK293 viab: 9%

What do the screens show for `Cc1ccc(CN2CCSc3ccc(C(=O)N4CCN(c5ccccc5)CC4)cc32)cc1`?
SNCA expr inhib: 11%; IP6K1 inh: -10; HEK293 viab: -9%

How did O=C(NCCC1CCN(C(=O)Nc2cc(F)cc(F)c2)CC1)c1ccc(F)cc1 do in these assays?
HEK293 tox: inconclusive; Luciferase inh: 14µM*; GPT2 inhibitor: 1%; SNCA expr inhib: 49%[activator]; NIH3T3 tox: inconclusive; IP6K1 inh: -9; HEK293 viab: 4%

Results for CN1CCCCCC(O)c2cc(C(=O)NCCc3c[nH]c4ccccc34)ccc21 (stereo not given) ?
HEK293 tox: inconclusive; Luciferase inh: -20%; GPT2 inhibitor: -19%; SNCA expr inhib: -6%; NIH3T3 tox: inconclusive; IP6K1 inh: 6; HEK293 viab: -16%

Results for Cc1cc(-c2ccc(C)c(S(=O)(=O)N(C)c3ccc(C)c(C)c3)c2)on1 ?
SNCA expr inhib: -21%; IP6K1 inh: 13; HEK293 viab: -5%

What do the screens show for `CN1CCCCCCN(S(C)(=O)=O)[C@H]2CCC[C@H]2C1=O`?
HEK293 tox: 2%; Luciferase inh: 1%; GPT2 inhibitor: inactive; SNCA expr inhib: 21%; NIH3T3 tox: 2%; IP6K1 inh: -4; HEK293 viab: 3%

How did COC(=O)c1ccccc1NC(=O)Cn1ncc2c(C)n(Cc3ccc(F)cc3)c(C)c2c1=O do in these assays?
SNCA expr inhib: -22%; IP6K1 inh: 4; HEK293 viab: 0%

Results for Cc1ccc(CNC(=O)N2CCC(Cc3ccc(C(=O)NC4CC4)cc3)CC2)cc1 ?
HEK293 tox: inconclusive; Luciferase inh: -13%; GPT2 inhibitor: -10%; SNCA expr inhib: -8%; NIH3T3 tox: inconclusive; IP6K1 inh: -16; HEK293 viab: 5%

Results for CCN1c2cc(C(=O)NC3CCCCCC3)ccc2C(=O)N2CCCCC21 (stereo not given) ?
HEK293 tox: inconclusive; Luciferase inh: -16%; GPT2 inhibitor: -1%; SNCA expr inhib: 47%[activator]; NIH3T3 tox: -21%; IP6K1 inh: 0; HEK293 viab: 9%[12.5 µM]

Compound activity from PubChem.

This is a subset, so the mix of outcomes need not match the whole.
